Screening data as filed in PubChem.
p53null 39C tox: kills p53 null cells at the nonpermissive temperature; hit rate 0.97% among 55,000; H1299 p53-null (neo) cells, 39C, ATPlite viability, 24 h; Potency, µM (titrated, usually from 46.1 µM), inactives show top-dose activity, negative = cell killing, actives largely listed as cytotoxic; AID 904;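 note: potency is the fitted concentration of half-maximal effect; 0% = DMSO only and -100% = full killing by 100 µM tamoxifen; nearly all actives have a fitted effect of over 50% in size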
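Concentration-response (up to 46 uM) was run for 24 h at the nonpermissive 39C on H1299-p53A138V or H1299-neo cells. ATP content was measured with ATPlite luminescence. AC50 values were Hill-modeled after normalizing between DMSO and 100 uM tamoxifen killing.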
TSG101-PTAP inh: TSG101-PTAP interaction inhibition, HIV-1 budding; Potency, µM (highest dose often 115 µM), inactives show at the top dose activity change, negative = inhibition, hits mostly inhibitors; AID 1347069; Q99816; 44,000 tested, under 10 active; Fluorescence polarization, FITC-PTAP peptide/Tsg101, 20 min; note: potency is the fitted concentration of half-maximal effect; 0% is about no effect
Target sequence (Q99816 whole entry, looked up): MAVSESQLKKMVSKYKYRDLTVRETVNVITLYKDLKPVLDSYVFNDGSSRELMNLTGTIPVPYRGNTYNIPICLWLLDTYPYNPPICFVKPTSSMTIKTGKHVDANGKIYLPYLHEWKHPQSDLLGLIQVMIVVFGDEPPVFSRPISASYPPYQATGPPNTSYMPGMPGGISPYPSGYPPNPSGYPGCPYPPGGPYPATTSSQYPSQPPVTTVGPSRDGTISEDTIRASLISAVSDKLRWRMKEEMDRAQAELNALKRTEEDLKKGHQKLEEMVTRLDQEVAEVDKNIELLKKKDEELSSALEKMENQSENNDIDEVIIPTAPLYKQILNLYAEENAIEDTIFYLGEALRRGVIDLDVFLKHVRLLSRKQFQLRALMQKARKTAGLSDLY
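FITC-labeled PTAP peptide (50 nM final) binding to Tsg101 binding domain (10 uM final) read by fluorescence polarization after 20 min at r.t. in HEPES pH 7.5 buffer. Actives by CRC class, <25 µM.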
B2AR arrestin ag: agonists recruiting beta-arrestin to human beta2-adrenergic receptor. AID 1347077. HTLA Tango cells, beta-arrestin recruitment, luciferase luminescence, 18 h. 44,000 tested, under 10 active. Potency, µM (series often up to 46.1 µM), inactives show at the highest dose activation, most hits filed as activators. P07550;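 note: potency is the fitted concentration of half-maximal effect; 0% = DMSO and full agonism = EC100 isoproterenol or metaproterenol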
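Tango cells (recombinant beta2-AR, beta-arrestin, tTA-driven luciferase), 1500/well in DMEM 1% FBS, treated 18 h at 37 °C with compounds up to 46 µM; luciferin mix added, luminescence read after 15 min; %activity curves fitted and curve-classed.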
GALK inh: inhibitors of human galactokinase (GALK); recombinant GALK, Kinase-Glo ATP luminescence, 1 h; Potency, µM (titrated, usually from 57.5 µM), for inactives: top-dose activity, negative = inhibition, actives largely listed as inhibitors; 44,000 tested, under 10 active; AID 1347072;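 note: plate controls were full GALK reaction for no effect and reaction lacking GALK for full effect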
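Luminescent ATP-depletion readout (Kinase-Glo Plus, 10 min) after 1 h RT reaction of 5 nM GALK, 35 uM ATP, 100 uM galactose, pH 8.0 HEPES buffer. Decreased kinase activity scored as inhibition.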
NTMT1 inhibitor: NTMT1 methyltransferase inhibition. Q9BV86. NTMT1 MTase-Glo SAH luminescence, purified enzyme. Potency, µM (top dose mostly 114 µM), for the others: top-dose activity change, negative = inhibition, actives largely listed as inhibitors. hit rate 2.5% among 59,000. AID 1645870;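 note: potency is the fitted concentration of half-maximal effect; plate controls were DMSO vehicle for no effect and no enzyme for full effect; nearly all actives have a fitted effect of over 65% in size; many of its hits are not listed in these tables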
Target sequence (Q9BV86 whole entry, looked up): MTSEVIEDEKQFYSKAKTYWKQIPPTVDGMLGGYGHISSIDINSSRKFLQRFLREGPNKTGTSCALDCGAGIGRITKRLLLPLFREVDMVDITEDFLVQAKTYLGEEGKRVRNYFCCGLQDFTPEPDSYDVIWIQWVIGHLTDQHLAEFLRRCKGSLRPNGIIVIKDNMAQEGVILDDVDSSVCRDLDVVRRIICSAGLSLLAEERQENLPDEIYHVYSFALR
FH mod: Identification of activators of human fumarate hydratase by quantitative high-throughput screening. FH coupled MDH/diaphorase resazurin fluorescence, 15 min. Potency, µM (titrated, usually from 79.9 µM), inactives show at the highest dose activity change, negative = inhibition, actives largely listed as inhibitors. hit rate 0.22% among 54,000. AID 1347055, 2019; note: potency is the fitted concentration of half-maximal effect; % is set by controls: 0 for no effect and ±100 for the full control effect; the screen sought activators but most active calls are inhibition curves; nearly all actives have a fitted effect of over 45% in size
Target sequence (P07954 whole entry, looked up): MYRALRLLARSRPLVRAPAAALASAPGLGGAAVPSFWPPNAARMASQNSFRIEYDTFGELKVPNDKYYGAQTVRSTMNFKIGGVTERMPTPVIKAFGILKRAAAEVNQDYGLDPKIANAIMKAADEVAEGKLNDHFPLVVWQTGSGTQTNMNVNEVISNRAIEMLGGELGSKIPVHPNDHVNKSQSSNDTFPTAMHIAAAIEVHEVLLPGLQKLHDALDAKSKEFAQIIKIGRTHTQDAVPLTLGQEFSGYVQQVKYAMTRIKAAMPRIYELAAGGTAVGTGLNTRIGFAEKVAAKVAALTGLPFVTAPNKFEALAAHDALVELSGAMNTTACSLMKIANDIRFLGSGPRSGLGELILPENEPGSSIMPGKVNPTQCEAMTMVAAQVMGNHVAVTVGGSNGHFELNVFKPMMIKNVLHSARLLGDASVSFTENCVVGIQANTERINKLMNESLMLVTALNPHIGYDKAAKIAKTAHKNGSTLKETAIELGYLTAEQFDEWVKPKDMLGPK
p53null 32C kill: kills p53 null cells at the permissive temperature | H1299-neo p53 null cells, ATP luminescence, 24 h, 32C | Potency, µM (doses to about 46.1 µM), inactives show top-dose activity change, negative = cytotoxicity, usual class: cytotoxic | hit rate 0.62% among 55,000 | AID 903;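 note: potency is the fitted concentration of half-maximal effect; 0% = DMSO only and -100% = full killing by 100 µM tamoxifen; nearly all actives have a fitted effect of over 55% in size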
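AC50 values derive from Hill modelling of qHTS concentration-response data (up to 46 uM) in H1299-neo cells. Cells were treated 24 h at 32C following overnight attachment at 37C; viability was read as cellular ATP.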
* = called active by the depositor; ? = inconclusive; [ ] = remark or other dose. Calls come from the whole dose curve; as a rule, active = well fitted curve in the direction sought with a large enough effect; inconclusive = small, poorly fitted or top-dose-only effect, or another doubt; inactive = no such curve, though single readings can be large; an effect the other way counts as inactive or inconclusive.

SMILES	p53null 39C tox	TSG101-PTAP inh	B2AR arrestin ag	GALK inh	NTMT1 inhibitor	FH mod	p53null 32C kill
Cc1cccn2c(=O)c3cc(C#N)c(=O)n(-c4nnc(SCc5ccccc5F)s4)c3nc12	9%	0%	-1%	-2%	1%	27%	-2%
CC(C)N(Cc1ccccc1)S(=O)(=O)c1ccc(N2CCCCS2(=O)=O)cc1	16%	-4%	-1%	-1%	5%	1%	-2%
Cc1cccc(C)c1NC(=O)Cn1c(=O)n(Cc2ccccc2Cl)c(=O)c2cccnc21	-6%	-2%	1%	2%	-11%	-4%	?
O=C(Cn1ccn(-c2ccc(F)c(F)c2)c(=O)c1=O)NCc1ccccc1	-7%	0%	0%	-12%	-7%	-3%	5%
Cc1ccc(C)c(N2CCN(C(=O)Cn3c(-c4cccs4)cc4ccccc43)CC2)c1	-9%	1%	0%	-6%	11%	-16%	-11%
COc1ccc(-c2nc3scc(CCNS(=O)(=O)c4c(C)cc(C)cc4C)n3n2)cc1OC	-7%	0%	-4%	-1%	-14%	-30%	4%
CCOC(=O)c1c(C)[nH]c(C)c1S(=O)(=O)N(C)CC(=O)Nc1cccc(C(F)(F)F)c1	-7%	-2%	0%	0%	1%	15%	-7%
Cc1ccc(S(=O)(=O)NCCc2cn3c(C)csc3n2)cc1	3%	0%	1%	4%	31%[activator]	4%	-2%
COc1ccccc1CNC(=O)c1ccccc1NC(=O)c1nsc2ccccc12	6%	1%	-1%	-10%	-2%	33%	-7%
CCN(c1ccc(OC)cc1)S(=O)(=O)c1nnc(NC(=O)c2ccccc2C)s1	13%	3%	1%	0%	2%	-7%	2%
O=C(Cn1c(-c2cccs2)cc2cc(F)ccc21)N1CCCCC1	-15%	-1%	1%	1%	13%	-14%	-5%
COc1ccccc1C1C(C(=O)Nc2ccccc2)=C(C)Nc2nc(-c3ccccc3)nn21 (centres undefined)	12%	0%	-2%	?	10%	-7%	3%
O=C(NCc1ccc2c(c1)CCN2C(=O)c1ccncc1)c1cccc(F)c1	0%	-4%	-3%	3%	-12%	-6%	7%
CC(C)c1ccc(OCC(=O)Nc2cc(-c3nc4ncccc4o3)ccc2Cl)cc1	-11%	-4%	0%	0%	15%	2%	-2%
Cc1ccc(S(=O)(=O)Nc2ccc3nc(-c4ccc(F)cc4)oc3c2)cc1	33%[activator]	1%	-4%	-12%	7%	?	51%[activator]
COc1ccc(NC(=O)Cn2nc(SC)c(S(=O)(=O)c3ccc(C)cc3)c2N)cc1OC	5%	-6%	-1%	0%	-24%	-19%	-3%
CCN1C(=O)c2ccccc2S(=O)c2ccc(C(=O)N3CCN(c4ccccc4OC)CC3)cc21 (centres undefined)	-8%	1%	1%	1%	-6%	1%	0%
CCOC(=O)C1=C(CN2CCN(c3ccc(Cl)cc3)CC2)NC(=O)NC1c1ccc(F)cc1 (centres undefined)	-17%	0%	0%	2%	6%	-22%	-11%
COC(=O)c1ccccc1NC(=O)c1c(NC(=O)c2ccco2)sc2c1CCC(C(C)(C)C)C2 (centres undefined)	9%	2%	1%	1%	9%	-6%	-10%
Cc1cc(C)c(/C=C/c2onc(C)c2S(=O)(=O)N2CCC(C(=O)Nc3ccc(Cl)cc3C)CC2)c(C)c1	-12%	-3%	-1%	-2%	10%	5%	4%
O=C(Nc1ccccc1C(F)(F)F)N1CCC2(CC1)Oc1ccccc1C(=O)N2Cc1ccccc1F	3%	0%	0%	-1%	1%	-8%	7%
CCOC(=O)c1ccc(NC(=O)CN2C(=O)C(C)(C)c3ccccc32)cc1	4%	-2%	0%	1%	7%	-3%	?
CCn1cc(C(=O)NCCCOC(C)C)c(=O)c2cc(S(=O)(=O)N(C)C3CCCCC3)ccc21	17%	-4%	0%	7%	-3%	-31%	4%
O=C(Nc1nc2ccc(F)cc2s1)c1nc(SCc2ccccc2F)ncc1Cl	17%	2%	-2%	0%	14%	6%	5%
CC1CCN(c2oc(-c3cccs3)nc2S(=O)(=O)c2ccc(Cl)cc2)CC1	10%	1%	-2%	6%	-4%	-14%	11%

Limited to NTMT1 inhibitor and p53null 32C kill, for three of the compounds above:
structure	NTMT1 inhibitor	p53null 32C kill
Cc1cc(C)c(/C=C/c2onc(C)c2S(=O)(=O)N2CCC(C(=O)Nc3ccc(Cl)cc3C)CC2)c(C)c1	10%	4%
O=C(Nc1ccccc1C(F)(F)F)N1CCC2(CC1)Oc1ccccc1C(=O)N2Cc1ccccc1F	1%	7%
CCOC(=O)c1ccc(NC(=O)CN2C(=O)C(C)(C)c3ccccc32)cc1	7%	?

Quoted from the listing.
CCOC(=O)c1c(C)[nH]c(C)c1S(=O)(=O)N(C)CC(=O)Nc1cccc(C(F)(F)F)c1 in TSG101-PTAP inh has -2%
CCOC(=O)c1ccc(NC(=O)CN2C(=O)C(C)(C)c3ccccc32)cc1 in FH mod has -3%

The results go on:
SMILES	p53null 39C tox	TSG101-PTAP inh	B2AR arrestin ag	GALK inh	NTMT1 inhibitor	FH mod	p53null 32C kill
Cc1oc(-c2ccc(Cl)cc2)nc1CSc1nc2ncccc2[nH]1	10%	-1%	0%	1%	19%	1%	1%
CC(=O)Nc1ccc(S(=O)(=O)Nc2ccc3c(c2)n(C)c(=O)n3C)c(C)c1	?	-13%	1%	1%	-1%	-12%	-4%
CCCCNC(=O)Cn1nc(N2CCN(c3ccccc3OC)CC2)ccc1=O	-9%	-2%	1%	1%	-2%	-3%	7%
Cc1ccc(Cl)cc1NC(=O)C(NS(=O)(=O)c1ccc2c(c1)CCC(=O)N2)c1ccccc1 (centres undefined)	-17%	-8%	-1%	0%	14%	-5%	-2%
COc1cc(CN(CC2CCCO2)C(=O)c2ccc(F)cc2)cc(OC)c1OC (centres undefined)	-22%	1%	-1%	0%	7%	0%	6%
Cc1ccc(-n2c(=O)c3c(C)c(C)sc3n(CC(=O)c3ccc(Cl)cc3)c2=O)cc1C	-4%	2%	-2%	1%	10%	6%	1%
CC12CN3CC(c4ccccc4)(CN(C1)C3c1ccc(O)cc1)C2=O (centres undefined)	-7%	-5%	-1%	-14%	?	-3%	0%
CC(C)Cc1ccc(S(=O)(=O)N2CCN(Cc3noc(CCC(=O)N4CCCCC4)n3)CC2)cc1	-3%	2%	2%	3%	-1%	-28%	-2%
Cc1cccc(C)c1NC(=O)C(NS(=O)(=O)c1cccs1)c1ccccc1 (centres undefined)	-1%	3%	-2%	2%	2%	4%	-1%
COc1cc(OC)cc(-c2nc3nc(C)c(CCC(=O)Nc4ccc(C)c(C)c4)c(C)n3n2)c1	-6%	-5%	1%	8%	14%	-14%	-2%
COc1ccc(CCNc2nc3ccccc3c3nc(-c4cccc(C)c4)nn23)cc1OC	-10%	-4%	-2%	-8%	9%	?	-8%
CCCC(=O)OCc1cnc(C)c2oc(=O)c(C(=O)Nc3ccc(F)cc3C)cc12	-2%	4%	-1%	-2%	5%	0%	-4%
Cc1ccc(C(C)C)c(OCC(=O)Nc2ccc3c(c2)nc(CCNC(=O)c2ccco2)n3C)c1	2%	-4%	0%	-9%	5%	9%	-7%
CCN(C(=O)Cn1cc(S(=O)(=O)N2CCN(c3ccccc3F)CC2)c2ccccc2c1=O)c1ccc(C)c(C)c1	6%	-5%	1%	2%	12%	-11%	1%
COc1cccc(/C=C/c2nc(C#N)c(NCCc3ccc(OC)c(OC)c3)o2)c1	-12%	3%	-2%	6%	-5%	-26%	-3%
CCCC(=O)OCc1cnc(C)c2oc(=O)c(C(=O)Nc3ccccc3)cc12	-7%	0%	0%	-2%	17%	4%	-5%
CC(C)(C)c1ccc(-c2nnc(-c3ccccc3NC(=O)c3cccc(C(F)(F)F)c3)o2)cc1	7%	-3%	-1%	-1%	2%	5%	4%
Cc1ccc(C)c(NC(=O)CCCn2c(C)c3cnn(-c4ccccc4)c(=O)c3c2C)c1	3%	0%	-1%	3%	0%	-17%	-1%
Cc1ccccc1Cn1c(=O)n(CCCCCC(=O)NCc2ccc3c(c2)OCO3)c(=O)c2sccc21	-3%	-4%	1%	7%	7%	2%	-2%
O=C(Nc1ccccc1Cl)N1CCSc2ccccc21	-13%	0%	-3%	-1%	-8%	-22%	2%
O=C(CN1C(=O)CC(c2ccco2)Sc2ccccc21)Nc1ccc(OC(F)(F)F)cc1 (centres undefined)	-5%	4%	0%	-11%	-23%	0%	-11%
CCOc1ccc(CCNC(=O)C2COc3ccccc3C2)cc1OCC (centres undefined)	12%	2%	0%	-4%	?	-7%	1%
O=S(=O)(c1ccc(Cl)cc1)c1nc(-c2ccccc2Br)oc1NCc1ccccc1	9%	2%	-1%	0%	-4%	-26%	12%
Cc1cc(NC(=O)c2ccccc2F)ccc1-c1nc2ccccc2s1	-3%	-1%	-2%	1%	?	5%	-9%
CC(CNC(=O)c1cc2cc(S(=O)(=O)N3CCCCC3)ccc2n1C)c1ccccc1 (centres undefined)	5%	-4%	-1%	0%	0%	-11%	9%
The results go on.
SMILES	p53null 39C tox	TSG101-PTAP inh	B2AR arrestin ag	GALK inh	NTMT1 inhibitor	FH mod	p53null 32C kill
Cc1ccc(CNC(=O)c2cccn2-c2nnc(N3CCCC3)s2)cc1	-11%	-14%	1%	5%	6%	3%	3%
COc1cccc(N2CCN(C(=O)CCSCc3ccccc3F)CC2)c1	1%	2%	1%	3%	-29%	-7%	-6%
CCOc1ccc(CNC(=O)CSc2nnc(C)c3c(C)n(-c4ccccc4)nc23)cc1	25µM*	1%	-1%	-1%	15%	-16%	22%
Cc1cc(Br)ccc1NC(=O)CCNS(=O)(=O)c1cccc2nonc12	-6%	-6%	1%	0%	?	5%	-4%
O=S1(=O)c2ccccc2N(Cc2cccc(C(F)(F)F)c2)c2ccccc21	28%	-1%	6%	0%	-9%	-24%	16%
CN1CCc2c(sc(NC(=O)CSc3ccccc3)c2-c2nc3ccccc3s2)C1	?	-24%	-3%	0%	7%	-21%	-16%
O=c1[nH]c2ccc(NCc3ccc(-c4ccc(Br)cc4)o3)cc2[nH]1	19%	-4%	-3%	-15%	10%	?	-4%
N#C/C(=C\c1ccc(Cl)cc1)c1nc(-c2cc3c(ccc4ccccc43)oc2=O)cs1	-10%	3%	1%	1%	19%	-2%	-4%
Cc1cccc(NC(=O)c2oc3ccc(S(=O)(=O)N4CCCCC4)cc3c2C)c1C	11%	-5%	0%	0%	2%	0%	-3%
CCOc1ccccc1NC(=O)CCc1c(C)nn(-c2ccc(N3CCOCC3)nn2)c1C	0%	0%	0%	-1%	0%	-6%	-6%
CCOC(=O)c1ccccc1NC(=O)N1CCN(Cc2cc(=O)n3nc(-c4ccccc4)sc3n2)CC1	36%[activator]	2%	1%	-1%	-1%	?	4%
COCc1cc(C)n(CC(=O)Nc2ccc(NC(C)=O)cc2)c(=O)c1C#N	3%	3%	-1%	1%	14%	-5%	-1%
COc1cc(C(=O)N2CCN(CCc3ccccn3)CC2)cc(OC)c1OC	-9%	-1%	-2%	3%	17%	-20%	-5%
Cc1c(C(=O)Nc2cccc(Cl)c2)oc2ccc(S(=O)(=O)N3CCOCC3)cc12	11%	-2%	-1%	0%	31%[activator]	-8%	-3%

An excerpt (hit frequency here may not be typical).
